PP5 primary – inhibitors of human protein phosphatase 5 (PP5); P53041; 320,000 tested, 0.18% active; purified PP5c, OMFP substrate fluorescence; inhibition, % at 6.7 µM; AID 1987;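 active = inhibition above the campaign's mean inhibition across all tested compounds plus 3 SD, cut at about 9.5% in these data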;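 note: 0% = DMSO only and 100% = 100 µM cantharidin control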
LYPLA2 counter – counter-screen for PME1 inhibitors: inhibitors of human LYPLA2; O95372; recombinant LYPLA2, FP-Rh probe fluorescence polarization; inhibition, % at 5.9 µM; 320,000 tested, 0.38% active; AID 2177;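 active = inhibition above the screen-wide mean plus 3 SD, limit set per campaign, cut at about 26% in these data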;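 note: 0% = LYPLA2 with DMSO and 100% = wells lacking LYPLA2 enzyme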
Target sequence (O95372 whole entry, looked up): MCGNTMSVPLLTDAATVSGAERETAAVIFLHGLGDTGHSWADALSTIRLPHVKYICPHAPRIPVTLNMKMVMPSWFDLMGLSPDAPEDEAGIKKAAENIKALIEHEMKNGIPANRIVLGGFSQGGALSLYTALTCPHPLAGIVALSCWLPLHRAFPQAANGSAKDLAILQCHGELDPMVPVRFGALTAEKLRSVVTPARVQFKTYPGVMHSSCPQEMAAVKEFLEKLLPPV
PREPL inh – inhibits the human prolyl oligopeptidase-like enzyme; 320,000 tested, 0.68% active; inhibition, % at 5.96 µM; Q4J6C6; recombinant PREPL, fluorescence polarization activity-based probe; AID 2751; in the data active = inhibition above about 43%;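 note: 0% = enzyme with DMSO and 100% = wells lacking enzyme; many of its hits are not listed in these tables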
core dimer inh – HCV core protein dimerization inhibition; inhibition, % at 5 µM; AID 1899; 300,000 tested, 0.33% active; TR-FRET GST/Flag-core106 dimerization, 1536-well;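 active = inhibition above the mean of all tested compounds plus 3 SD, set per screening campaign, cut at about 45% in these data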
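System – GST-tagged and Flag-tagged HCV core protein residues 1-106 · Repeats – one well for each compound · Technique – TR-FRET 671 and 617 nm emission · Doses – one concentration, 5 µM, in 0.5% DMSO · Times – 4 h, 22.5 °C incubation · Also added – Eu donor and XL665 acceptor anti-tag antibodies · Measure – percent inhibition of core106 dimerization signal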
Fh CTSL1 inh – counter-screen for PFM18AAP inhibitors: inhibitors of F. hepatica cathepsin L1. recombinant F. hepatica cathepsin L1, Z-Leu-Arg-MCA fluorescence. AID 1906. 300,000 tested, 0.49% active. inhibition, % at 5.96 µM;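 active = inhibition above the mean of all tested compounds plus 3 SD, set per screening campaign, cut at about 17% in these data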;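 note: 0% = plate median of test compound wells and 100% = 1 µM Z-Phe-Ala-diazomethylketone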
PP1 counter – counter-screen for PP5 inhibitors: inhibitors of human PP1-alpha | P62136 | purified PP1alpha, OMFP fluorescence | inhibition, % at 6.7 µM | 320,000 tested, 0.9% active | AID 2235;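 active = inhibition above the mean inhibition of all tested compounds plus 3 SD, computed separately for each screening campaign, cut at about 15% in these data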
Target sequence (P62136 whole entry, looked up): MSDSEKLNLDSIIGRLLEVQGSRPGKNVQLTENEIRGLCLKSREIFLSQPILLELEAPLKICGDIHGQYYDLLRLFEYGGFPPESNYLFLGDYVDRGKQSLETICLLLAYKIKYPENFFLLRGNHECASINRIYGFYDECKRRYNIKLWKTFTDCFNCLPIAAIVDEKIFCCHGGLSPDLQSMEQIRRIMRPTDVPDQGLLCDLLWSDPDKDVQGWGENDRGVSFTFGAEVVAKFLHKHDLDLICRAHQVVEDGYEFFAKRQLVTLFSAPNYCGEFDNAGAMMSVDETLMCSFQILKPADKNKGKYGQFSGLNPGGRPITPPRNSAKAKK
GASC-1 inh – blocks human GASC-1 demethylase activity | Q9H3R0 | 330,000 tested, 0.069% active | inhibition, % at 2.35 µM | GST-JMJD2C(1-420) H3K9me3 demethylation, DELFIA europium | AID 2099;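 active = more than half of a compound's replicate wells show inhibition beyond 50%, single wells judged on their own value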;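 note: signal counts dimethyl H3K9 product captured on neutravidin plate; 0% = median of DMSO wells and 100% = 0.3 times that DMSO median; strong numbers were not always called active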
TPT1 inhibitor – C. albicans TPT1 enzyme inhibition | recombinant caTPT1, FP RNA substrate dephosphorylation | inhibition, % at 5 µM | 300,000 tested, 0.81% active | AID 1962;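 active = inhibition above the mean of all tested compounds plus 3 SD, set per screening campaign, cut at about 24% in these data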;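 note: plate controls were DMSO alone for no effect and ferristatin control at 100 nM for full effect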
Efflux pump inh – inhibitors of Candida antifungal efflux pumps expressed in yeast; S. cerevisiae Candida pump triplex, Nile Red efflux; inhibition, % at 10 µM; 330,000 tested, 0.44% active; AID 485275;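 active = plate passing quality check with inhibition over a set limit, or well fluorescence over plate mean plus 4 SD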;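 note: Nile Red retained in pooled yeast measured as flow cytometry median fluorescence; 0% = buffer negative control and 100% = Enniatin B positive control; higher means more Nile Red kept so more efflux inhibition; some compounds called inactive have numbers as strong as hits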
Starred values were filed as active, the others as inactive; i = inactive; . = no result given. Some of the compounds tested; the hit share may differ from the screen's.

SMILES | PP5 primary | LYPLA2 counter | PREPL inh | core dimer inh | Fh CTSL1 inh | PP1 counter | GASC-1 inh | TPT1 inhibitor | Efflux pump inh
CCCCOC(=O)c1ccc(NC(=O)COC(=O)CSc2nc(C)cc(C)n2)cc1 | 6.6 | 9 | 1 | 0 | 1 | 1 | 4 | 3 | 0.8
O=C(Nc1ccc(NC(=O)c2ccc(Cl)c(S(=O)(=O)N3CCOCC3)c2)cc1)c1ccccc1 | -0.1 | -1 | 8 | 1 | 1 | -1 | -4 | -1 | 0.4
COc1cc(-c2nn3c(-c4cccc(C)c4)nnc3s2)cc(OC)c1OC | 4.1 | -1 | -2 | 5 | -1 | 8 | 1 | -2 | 0.2
CC(OC(=O)Cn1cnc2c1c(=O)n(C)c(=O)n2C)C(=O)NC1CCCCC1C (configuration not stated) | -0.1 | -3 | 0 | 0 | -2 | -7 | -6 | 1 | 0.1
Cc1ccc(Nc2nc3nonc3[nH]c2=O)cc1 | 0.2 | 4 | 5 | -3 | 6 | 1 | 8 | 2 | -0.1
O=C(CNC(=O)c1ccccc1)N=Nc1c(O)[nH]c2ccc(Br)cc12 | 1.7 | 17 | 9 | -6 | 3 | 1 | -1 | 1 | -0.1
CCOC(=O)/C=C/c1ccc2c(c1)S(=O)(=O)N(c1cccc(OC)c1)[C@H]2CC(=O)OCC | 4.8 | 6 | -4 | 5 | 0 | 0 | -1 | -5 | 0.0
CCCCc1c(O)nc2sccn2c1=O | -4.1 | 4 | 17 | 2 | 3 | -4 | -3 | 2 | 0.2
O=C(OCn1nnc2ccccc2c1=O)c1ccc(N2CCOCC2)c([N+](=O)[O-])c1 | -0.9 | 4 | 8 | -6 | 2 | -2 | 9 | 4 | 0.5
C=CCNC(=S)Nc1ccc2nsnc2c1 | 3.8 | 11 | 2 | -25 | -3 | -2 | 4 | -6 | 0.0
O=C(CSc1ncccn1)NC(=O)Cc1ccccc1 | 0.7 | 4 | -3 | . | . | -1 | 2 | . | -0.2
CCOC(=O)c1c(NC(=O)CC)sc(C(C)=O)c1C | 0.7 | -1 | -2 | 9 | 5 | -5 | 3 | 0 | 0.0
CCCCC(CC(O)COCC(C)C)C(=O)NNC(=S)Nc1ccccc1 (configuration not stated) | 4.0 | 4 | 12 | 0 | 5 | -2 | -22 | 1 | -0.2
COCCN(C(=O)CSc1nnc(-c2ccccc2C)n1C)c1c(N)n(Cc2ccccc2)c(=O)[nH]c1=O | -1.1 | 1 | 2 | -4 | -1 | 2 | . | -5 | -0.1
CCCCN(C(=O)c1ccc(Cl)cc1)C1CC2CCC(C1)N2C (configuration not stated) | -0.8 | -2 | 9 | -1 | -1 | 0 | -6 | 0 | 0.1
O=C(COC(=O)c1ccncc1)c1ccc(Cl)c(Cl)c1 | -0.6 | -6 | -1 | 0 | -3 | -6 | 4 | 2 | 0.0
CCN(c1cccc(C)c1)c1nc2ccsc2c(=O)s1 | 3.4 | 5 | -8 | 25 | 4 | -2 | -1 | 2 | 0.0
C/C(=C(\C#N)C(=O)NC1CCCCC1)N(C)C | 4.3 | 2 | 10 | -3 | -3 | -1 | 18 | -5 | 0.4
Clc1ccc(CN=C2Nc3ccccc3CS2)cc1 | 3.6 | 3 | -2 | -4 | 1 | 5 | -2 | 4 | 0.1
CN1CCN(S(=O)(=O)c2ccc(NC(=S)NC(=O)C(C)(C)C)cc2)CC1 | -0.2 | 4 | 20 | -2 | 1 | 1 | -4 | -1 | -0.2
O=C(CSc1nnc(-c2cccs2)n1-c1ccccc1)N1CCCC1 | 0.4 | 6 | 13 | 0 | -8 | -1 | -24 | -1 | -0.1
CCn1c2ccccc2c2cc(NC(=O)C(C)C)ccc21 | -0.3 | -2 | 3 | -3 | -3 | -1 | 1 | -3 | -0.2
CCOC(=O)c1ccc(N=Nc2c(C)[nH]n(-c3ccccc3)c2=O)cc1 | 2.0 | 3 | 6 | -10 | -4 | -4 | 4 | -2 | -0.1
COc1ccc(S(=O)(=O)N2CN3CCN(C3)C2)cc1 | -1.7 | 4 | 3 | -3 | 5 | -1 | 9 | -3 | -0.1
CCC(=O)c1ccc(OCC(=O)OCC(=O)Nc2cccc(S(=O)(=O)N3CCCC3)c2)cc1 | 0.4 | 7 | 2 | . | . | 1 | 7 | . | -0.2
Cn1nnc2c(NCc3ccco3)nccc21 | -6.4 | -5 | -2 | -1 | 1 | -8 | 8 | 1 | 0.4
Cc1cc(-n2nnc3ccccc32)nc2ccccc12 | 1.0 | 0 | -37 | 1 | 2 | 0 | -40 | -3 | -0.2
Cc1cc(-c2n[nH]c(=S)n2/N=C/C=C/c2ccccc2)n[nH]1 | -0.9 | 0 | 12 | 0 | 7 | 3 | 14 | 1 | -0.1
COc1cc2cc(CN(Cc3cccnc3)C(=O)Nc3ccccc3F)c(=O)[nH]c2cc1OC | 0.8 | 3 | 3 | 8 | 2 | -5 | -2 | 3 | 0.0
COc1ccc(OC)c(Nc2nc(N)c([N+](=O)[O-])c(NCc3ccccc3)n2)c1 | -0.3 | 2 | 2 | 0 | 1 | -3 | 35 | 4 | 0.1
COc1ccc(NC(=O)[C@H](C)NC(=O)C2CCN(S(=O)(=O)c3ccc(OC)cc3)CC2)cc1 | 2.1 | 6 | -6 | -2 | 1 | 1 | 11 | 2 | 0.0
O=C1c2ccccc2NC(c2ccccn2)N1NS(=O)(=O)c1ccccc1 (configuration not stated) | 0.9 | -2 | -7 | 0 | 3 | -3 | 11 | 1 | 0.2
COc1ccc(C(=O)NC2CC(C)(C)Cc3c2cnn3-c2ccccc2)c(OC)c1 (configuration not stated) | 4.8 | 4 | 10 | 11 | 0 | -3 | -2 | 1 | 1.1*
CCOc1ccc(/C=C/C(=O)CCC(=O)O)cc1 | 1.5 | -1 | -1 | -3 | -2 | -1 | 5 | 0 | -0.1
Fc1ccc(C2=NN(c3ccccc3)C(c3ccco3)C2)cc1 (configuration not stated) | 0.8 | 5 | 2 | 3 | 1 | -4 | -4 | -1 | 0.1
COc1ccc(C(=O)NN2C(=O)C3C4C=CC(O4)C3C2=O)cc1 (configuration not stated) | -0.3 | 9 | 5 | -4 | -6 | -5 | -3 | -3 | 0.0
CCOC(=O)C1CCN(C(=O)CC(C)S(=O)(=O)c2ccc3c(c2)NC(=O)CO3)CC1 (configuration not stated) | 0.5 | -9 | 3 | 3 | 4 | -4 | 14 | -3 | -0.1
Cc1c(C(=O)O)sc2nc(/C=C/c3ccccc3OC(F)F)[nH]c(=O)c12 | 1.8 | -28 | 2 | 1 | 1 | -1 | 9 | 2 | 0.1
CS(=O)(=O)N(CC(=O)N1CCN(c2ccccc2)CC1)c1ccccc1Cl | 2.4 | -12 | -11 | -2 | 0 | 0 | -3 | 8 | 0.1
CC(C)N1CCN(CC2COc3ccccc3O2)CC1 (configuration not stated) | -1.8 | -9 | 16 | -7 | 3 | -3 | -8 | 4 | 0.2
O=C(Nc1ccc(S(=O)(=O)Nc2nccs2)cc1)c1cc(=O)[nH]c2ccccc12 | -2.1 | -9 | 17 | 2 | -1 | 1 | 11 | 12 | 0.2
CCOC(=O)c1nnn(-c2ccccc2)c1C | 2.3 | 3 | 0 | 0 | 1 | -3 | -6 | -1 | -0.2
COCCn1c(=O)[nH]c2cc(C(=O)Nc3cccc(F)c3)ccc2c1=O | 1.9 | -7 | -11 | 1 | 3 | 1 | 4 | -1 | 0.0
CC1=CC(C)(C)Nc2ccc(OC(=O)CN3C(=O)C4CCCCC4C3=O)cc21 (configuration not stated) | 5.5 | 3 | 9 | -6 | 2 | 1 | 0 | 3 | 0.4
CC(C)C(NC(=O)C12CC3CC(CC(C3)C1)C2)C(=O)N/N=C/C1=C(N2CCOCC2)C(=C\c2cccc([N+](=O)[O-])c2)/CC1 (configuration not stated) | 0.9 | 4 | -1 | 0 | 0 | 0 | -10 | -1 | 0.2
Cc1cc(Cl)ccc1OCC(=O)NNC(=O)C1CSC2(C)CCC(=O)N12 (configuration not stated) | -0.1 | 3 | 5 | 0 | -21 | -4 | i | -3 | 0.0
CC(C)(C)NC(=O)NC(=O)CN1CCCCCCC1 | -0.5 | -4 | 10 | 4 | 0 | 3 | -4 | -1 | 0.1
COc1ccc(-n2c(SCC(=O)Nc3ccccc3OC)nc(O)cc2=O)cc1 | 1.3 | -7 | 4 | 4 | 5 | 9 | 1 | 1 | 0.0
O=C1NCC(=O)N2C(c3ccccc3)c3[nH]c4ccccc4c3C[C@@H]12 (some centres not stated) | 0.1 | -2 | 10 | -11 | 0 | -1 | 1 | 2 | 0.1
COc1ccccc1C(=O)NC(C(=O)NCCc1nc2ccccc2[nH]1)=C(C)C | 1.8 | 4 | -3 | -3 | 1 | 8 | -8 | 3 | -0.1
Cc1ccc(S(=O)(=O)Nc2ccccc2CNc2cccc(C)n2)cc1 | 3.7 | 0 | -3 | 6 | 0 | 0 | -2 | -3 | 0.0
